POLH inh: qHTS for Inhibitors of Polymerase Eta; hit rate 1.2% among 390,000; DNA polymerase eta (Homo sapiens), Q9Y253; AID 588591, 2011; Potency, µM (doses to about 114 µM), inactives show at the highest dose activity change, negative = inhibition, usual class: inhibitors; recombinant Pol eta, fluorescent DNA replication assay; note: potency is the fitted concentration of half-maximal effect; % is set by controls: 0 for no effect and ±100 for the full control effect
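Pol eta (10 nM) was preincubated with compounds for 15 min at room temperature, after which fluorescent replication substrate (50 nM final) was added to start the reaction. Fluorescence was read kinetically at 0 and 10 min.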
GRP78 ERSR act: qHTS for Inducers of the Endoplasmic Reticulum Stress Response (ERSR) in Human Glioma: qHTS; U87-MG GRP78 promoter luciferase reporter, 16 h; Potency, µM, for the others: top-dose activation, most hits filed as activators; hit rate 0.02% among 420,000; note: potency is the fitted concentration of half-maximal effect; series mostly up to about 76 µM; % of control where 0% means no effect; nearly all actives have a fitted effect of over 35% in size
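ERSR induction read as luciferase luminescence (Bright-Glo, 10 min at room temperature) in stably transfected human U87-MG glioma cells exposed to compounds for 16 h, using GRP78 as sensor.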
Apoferritin bind: qHTS Assay for Identification of Novel General Anesthetics; apoferritin/1-aminoanthracene competitive binding, fluorescence; Potency, µM (titrated, usually from 77.5 µM), for the others: at the highest dose activity change, negative = displacement, most hits filed as inhibitors; hit rate 0.074% among 350,000; AID 485281, 2010; note: potency is the fitted concentration of half-maximal effect; % is set by controls: 0 for no effect and ±100 for the full control effect; nearly all actives have a fitted effect of over 20% in size
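Apoferritin-based anesthetic binding model; compound displacement of fluorescent 1-AMA measured as endpoint fluorescence after 10 minutes at room temperature, scaled to free-ligand and complex controls.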
Pol kappa inh: qHTS for Inhibitors of Polymerase Kappa | purified Pol kappa, fluorescent DNA synthesis assay, 10 min | AID 588579, 2011 | Potency, µM (top dose mostly 107 µM), for the others: at the highest dose activity, negative = inhibition, usual class: inhibitors | hit rate 0.53% among 400,000; note: potency is the fitted concentration of half-maximal effect; % is set by controls: 0 for no effect and ±100 for the full control effect
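Enzyme at 10 nM met test compounds for 15 min at room temperature. Substrate addition (50 nM final) began the reaction, which was monitored by fluorescence at 0 and 10 min.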
POLI inh: qHTS for Inhibitors of Polymerase Iota; DNA polymerase iota (Homo sapiens), Q9UNA4; Pol iota fluorescent replication assay, 10 min; Potency, µM (series often up to 115 µM), without a hit: at the top dose activity, negative = inhibition, hits mostly inhibitors; hit rate 1% among 390,000; AID 588590, 2011; note: potency is the fitted concentration of half-maximal effect
Target sequence (Q9UNA4 whole entry, looked up): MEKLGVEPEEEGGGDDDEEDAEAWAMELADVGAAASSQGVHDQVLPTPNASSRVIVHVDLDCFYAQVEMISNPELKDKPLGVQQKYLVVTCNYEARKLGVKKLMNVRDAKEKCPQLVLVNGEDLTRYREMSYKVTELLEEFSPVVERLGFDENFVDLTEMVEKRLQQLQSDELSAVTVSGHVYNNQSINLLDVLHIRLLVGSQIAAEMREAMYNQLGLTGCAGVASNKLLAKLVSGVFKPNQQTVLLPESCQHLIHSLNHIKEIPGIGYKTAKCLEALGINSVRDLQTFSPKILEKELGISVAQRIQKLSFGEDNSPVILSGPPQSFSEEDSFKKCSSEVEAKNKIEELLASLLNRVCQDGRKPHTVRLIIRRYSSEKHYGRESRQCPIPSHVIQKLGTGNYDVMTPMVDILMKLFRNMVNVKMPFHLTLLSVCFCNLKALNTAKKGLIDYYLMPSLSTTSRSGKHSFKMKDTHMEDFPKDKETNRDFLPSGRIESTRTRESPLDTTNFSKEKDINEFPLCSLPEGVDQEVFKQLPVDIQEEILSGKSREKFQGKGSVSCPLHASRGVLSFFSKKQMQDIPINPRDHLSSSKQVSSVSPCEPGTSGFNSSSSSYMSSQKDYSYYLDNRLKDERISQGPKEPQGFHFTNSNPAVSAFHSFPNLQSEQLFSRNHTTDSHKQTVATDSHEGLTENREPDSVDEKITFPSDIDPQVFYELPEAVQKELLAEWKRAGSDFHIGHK
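Pol iota at 10 nM preincubated 15 min with compounds at room temperature; reaction started with fluorescent substrate, 50 nM final. Fluorescence read kinetically at 0 and 10 min; buffer-only wells as negative control.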
APEX1 inh: qHTS Assay for Inhibitors of the Human Apurinic/apyrimidinic Endonuclease 1 (APE1); recombinant APE1, TAMRA/BHQ-2 abasic DNA cleavage fluorescence; hit rate 0.35% among 350,000; DNA repair nuclease/redox regulator APEX1 (Homo sapiens), P27695; Potency, µM (series often up to 65.8 µM), inactives show at the highest dose activity change, negative = inhibition, hits mostly inhibitors;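 note: potency is the fitted concentration of half-maximal effect; plate controls were vehicle for no effect and reference inhibitor for full effect; nearly all actives have a fitted effect of over 55% in size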
Target sequence (P27695 whole entry, looked up): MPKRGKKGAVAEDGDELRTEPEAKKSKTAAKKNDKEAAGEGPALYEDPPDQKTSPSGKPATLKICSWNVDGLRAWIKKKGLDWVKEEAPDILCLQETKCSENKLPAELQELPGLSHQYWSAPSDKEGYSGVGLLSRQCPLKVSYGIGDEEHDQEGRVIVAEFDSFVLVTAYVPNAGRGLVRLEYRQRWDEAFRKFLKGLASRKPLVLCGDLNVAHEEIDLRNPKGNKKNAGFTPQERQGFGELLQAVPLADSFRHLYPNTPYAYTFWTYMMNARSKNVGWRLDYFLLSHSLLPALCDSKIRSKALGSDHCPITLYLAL
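Quantitative HTS: incision of a TAMRA/BHQ-2 double-stranded substrate bearing a tetrahydrofuran abasic site by 0.75 nM APE1 raises fluorescence. Substrate 50 nM final, added after 15 min compound preincubation at room temperature; progress as third-minus-first kinetic read difference.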
POLB inh: qHTS Assay for Inhibitors of DNA Polymerase Beta | P06746 | Pol beta primer extension/strand displacement, fluorescence kinetic | Potency, µM (titrated, usually from 114 µM), without a hit: at the highest dose activity change, negative = inhibition, most hits filed as inhibitors | hit rate 1.3% among 340,000 | AID 485314, 2010; note: potency is the fitted concentration of half-maximal effect; % is set by controls: 0 for no effect and ±100 for the full control effect
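10 nM enzyme + cpd, 15 min RT; start with substrate 50 nM final; read 0 min and after 10 min RT. Corrected, normalized data; 4-parameter Hill curve fit.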
BLM helicase inh: qHTS Assay for Inhibitors of Bloom's syndrome helicase (BLM); Potency, µM (series often up to 56.1 µM), for the others: at the highest dose activity change, negative = inhibition, hits mostly inhibitors; hit rate 0.2% among 350,000; recombinant BLM DNA unwinding, fluorescence dequenching; AID 2528, 2010;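 note: potency is the fitted concentration of half-maximal effect; plate controls were vehicle for no effect and no enzyme for full effect; nearly all actives have a fitted effect of over 35% in size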
LDHA inh: qHTS assay for inhibitors of human lactate dehydrogenase. activity change, % (values are at about 110 or 230 µM). hit rate 0.15% among 480,000. AID 1347041, 2019. L-lactate dehydrogenase A chain (Homo sapiens), P00338. purified LDHA, NADH/diaphorase-resazurin fluorescence; active compounds read low; in the data active = activity change below about -30%; inconclusive = mostly about -25% to -30%;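 note: plate controls were DMSO wells for no effect and wells without enzyme for full effect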
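LDH5 2 nM; NADH 0.06 mM, pyruvate 0.2 mM; 200 mM Tris pH 7.4, EDTA, Tween-20; 5 min RT. Detection: diaphorase 0.133 mg/mL + resazurin 37 µM, fluorescence ex540/em590 at 0 and 20 min; normalized to enzyme-free and DMSO wells.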
Numbers without * were called inactive; ? = inconclusive; nt = not tested or not shown; & = joins results of further samples; [ ] = remark or other dose. Unless noted, calls come from the whole dose curve; as a rule, active = well fitted curve in the direction sought with a large enough effect; inconclusive = small, poorly fitted or top-dose-only effect, or another doubt; inactive = no such curve, though single readings can be large; an effect the other way counts as inactive or inconclusive.

SMILES	POLH inh	GRP78 ERSR act	Apoferritin bind	Pol kappa inh	POLI inh	APEX1 inh	POLB inh	BLM helicase inh	LDHA inh
CC(=O)N1CCN(c2ccccc2NC(=O)c2ccc3ccccc3c2)CC1	0%	2%	5%	2%	62%[activator]	-14%	1%	-6%	-10
NS(=O)(=O)c1ccc(NC(=O)CCCCC(=O)Nc2ccc(S(N)(=O)=O)cc2)cc1	-9%	-7%	5%	-9%	4%	-7%	4%	-7%	-12
CC(Nc1ccccc1)C(=O)Nc1ccc(F)cc1 (stereo unspecified)	-9%	1%	-6%	0%	-4%	14%	4%	-4%	0
CC(=C/C(=O)O)/C=C/c1ccco1	?	-7%	-9%	?	89µM*	-6%	?	3%	7&5
COc1ccccc1NC(=O)c1ccccc1C(=O)O	-16%	-4%	-12%	-2%	37%[activator]	0%	5%	3%	10
CC1CCCCC1NC(=O)c1ccco1 (stereo unspecified)	-2%	-5%	nt	-10%	45%[activator]	34%	nt	nt	-7
CS(=O)(=O)N(CC(=O)NCCSCc1ccccc1)c1ccccc1Br	1%	-1%	-9%	4%	25%	4%	52%	-9%	-1
COc1ccc(CN(C)C(=O)c2oc3ccccc3c2CSC)cc1F	-11%	-5%	-1%	1%	59%[activator]	26%	35%	-9%	1
O=C(c1ccc(F)cc1)C1CCN(Cc2cn[nH]c2-c2ccccc2)CC1	-21%	-5%	-8%	0%	142%[activator]	20%	4%	-3%	-6
O=C(CCC(=O)c1ccc(Cl)s1)Nc1ncccc1O	-21%	-2%	nt	-21%	?	4%	nt	nt	5
O=C(O)CCC(=O)NNC(=O)CCC(=O)NCc1ccccc1	-1%	-6%	-11%	0%	19%	1%	25%	-3%	-1
COC(=O)c1ccccc1NC(=O)Cn1c(SC)c(F)cnc1=O	-15%	2%	-1%	6%	11%	-4%	-1%	0%	-11
Cc1ccc(-n2c(=O)c3sccc3n(CC(=O)NCC3CCCO3)c2=O)cc1F (stereo unspecified)	-17%	-6%	-2%	3%	10%	33%	0%	-3%	-9
Cc1c(Br)cc(C(=O)OC2CCN(C)CC2)c(C)c1C	-11%	-3%	-23%	-5%	?	-2%	-2%	-1%	-2
COC(=O)CN1C(=O)C(O)(CC(=O)c2cccc(Br)c2)c2ccccc21 (stereo unspecified)	-2%	-4%	-19%	-7%	-5%	1%	-4%	2%	1
O=C(COc1ccccc1)OCc1csc(Nc2ccccc2)n1	?	-4%	-16%	-17%	22%	-5%	-9%	-8%	-15
O=C(COC(=O)c1cnc(Cl)c(Cl)c1)NC1CC1	-25%	-5%	nt	-3%	31%[activator]	-5%	nt	nt	-2
C[C@H]1CN([C@@H](C)CO)C(=O)Cc2cc(NC(=O)CCC(F)(F)F)ccc2O[C@H]1CN(C)Cc1ccc(-c2ccccc2)cc1	?	2%	nt	-13%	-11%	-20%	nt	nt	-1
CC(OC(=O)Cn1nnc2ccccc21)C(=O)NC1CCCC1 (stereo unspecified)	-21%	-2%	-10%	2%	14%	7%	43%	-3%	-10
CN(C)Cc1nc2ccccc2c(=O)n1CC#N	10%	-1%	0%	-2%	158%[activator]	8%	62%	0%	-9
Cc1ccc(C(=O)NCCCNC(=O)c2ccco2)cc1C	-14%	-7%	4%	4%	57%[activator]	-8%	4%	0%	-1
CCN1C(=O)CC(N2CCN(c3ccc(C(=O)c4ccccc4)cc3)CC2)C1=O (stereo unspecified)	-14%	1%	?	-6%	-10%	1%	-20%	0%	-7
O=C(CSc1nc(O)cc(=O)n1-c1ccc(Cl)c(Cl)c1)Nc1ccc(Cl)cc1Cl	-18%	-2%	-7%	-1%	-9%	-3%	-4%	-6%	-10
Cc1cc([N+](=O)[O-])nn1Cn1nc([N+](=O)[O-])cc1C	-14%	-2%	-9%	-14%	1%	-5%	-10%	-6%	-4
CCc1c(C(=O)NCCc2ccc(OC)c(OC)c2)[nH]c(C)c1C(C)=O	-5%	-1%	7%	-17%	7%	1%	?	1%	7
CC(C)Cc1nnc(NC(=O)c2ccc3c(=O)n4c(nc3c2)CCC4)s1	-15%	-1%	-12%	-6%	0%	19%	18%	-1%	3
CCCN(CCC)C(=O)CP(=O)(c1ccccc1)c1ccccc1	-10%	-3%	-12%	-11%	42%[activator]	0%	-2%	-2%	-8
CCOc1ccc(CN(C(=O)c2cc3ccccc3oc2=O)C2CCS(=O)(=O)C2)cc1 (stereo unspecified)	-2%	3%	-3%	7%	229%[activator]	11%	3%	-3%	0&1
Cc1cc(C(=O)OCC(=O)NC2CCCC(C)C2C)c(C)o1 (stereo unspecified)	-19%	6%	nt	0%	26%	31%	nt	nt	-6
COC(=O)c1ccc(NC(=O)c2ccccc2-c2ccccc2C(=O)O)cc1	-4%	3%	-2%	-5%	9%	-2%	1%	-12%	-5
Cc1onc(-c2ccccc2Cl)c1C(=O)OCC(=O)Nc1cccc(S(=O)(=O)N(C)C)c1	-9%	-5%	-4%	-14%	82%[activator]	-8%	-24%	-6%	-5
CCC(C)/C(C)=N/NC(=O)CSc1nc2ccccc2[nH]1 (stereo unspecified)	6%	4%	-23%	-15%	9%	-2%	-14%	-18%	-9
O=S(=O)(c1ccc(F)cc1)N1CCN(CC(O)COCC2CCCO2)CC1 (stereo unspecified)	-3%	-1%	nt	-17%	22%	8%	nt	nt	-21
CCCCOc1ccc(CNC(=O)CCCN2C(=O)CSc3c2c(C)nn3-c2ccccc2)cc1	-20%	-4%	3%	-20%	?	nt	2%	-13%	1
CCOC(=O)C(Sc1ncn[nH]1)c1ccccc1 (stereo unspecified)	-8%	-2%	-8%	-1%	6%	0%	-20%	1%	-1
CC(C)(C)c1cc(NC(=O)c2ccc(OC3CCCC3)cc2)no1	-13%	0%	2%	-11%	7%	?	-2%	-1%	5&2
O=C(NC(=S)Nc1cccc2ncccc12)c1cccs1	-17%	-4%	-7%	4%	-18%	1%	-4%	-5%	1
Cc1cccc(N2CCN(C(=O)C3CCC(CNS(=O)(=O)c4cccs4)CC3)CC2)c1C (stereo unspecified)	-23%	-4%	-5%	-9%	51%[activator]	16%	7%	-10%	0
CNC(=S)N/N=C/c1ccc(C(C)C)cc1	-13%	?	nt	-10%	?	nt	nt	nt	-1
CC(C)OCCCn1c(SCC(N)=O)nc2c(sc3ccccc32)c1=O	5%	-2%	-2%	-8%[60.1 µM]	-28%	nt	37%	0%	-1

Record cards, as listed above. Order of values: POLH inh	GRP78 ERSR act	Apoferritin bind	Pol kappa inh	POLI inh	APEX1 inh	POLB inh	BLM helicase inh	LDHA inh
O=C(CSc1nc(O)cc(=O)n1-c1ccc(Cl)c(Cl)c1)Nc1ccc(Cl)cc1Cl across the screens: -18%	-2%	-7%	-1%	-9%	-3%	-4%	-6%	-10
CC(C)Cc1nnc(NC(=O)c2ccc3c(=O)n4c(nc3c2)CCC4)s1 across the screens: -15%	-1%	-12%	-6%	0%	19%	18%	-1%	3
COC(=O)c1ccc(NC(=O)c2ccccc2-c2ccccc2C(=O)O)cc1 across the screens: -4%	3%	-2%	-5%	9%	-2%	1%	-12%	-5
O=C(NC(=S)Nc1cccc2ncccc12)c1cccs1 across the screens: -17%	-4%	-7%	4%	-18%	1%	-4%	-5%	1
CNC(=S)N/N=C/c1ccc(C(C)C)cc1 across the screens: -13%	?	nt	-10%	?	nt	nt	nt	-1

Remaining list, next part.
SMILES	POLH inh	GRP78 ERSR act	Apoferritin bind	Pol kappa inh	POLI inh	APEX1 inh	POLB inh	BLM helicase inh	LDHA inh
CC1(C)Oc2ccccc2OC1(O)c1ccc2ccccc2n1 (stereo unspecified)	-17%	-1%	-20%	-8%	-3%	3%	5%	-4%	0
CCn1cc(/C=C/C(=O)NCc2c(C)nn(C)c2C)cn1	-5%	-2%	-12%	-3%	?	-3%	15%	-1%	15
CC12CN3CC(C)(CN(C1)C3c1ccccc1Cl)C2O (stereo unspecified)	-10%	-5%	3%	-1%	-15%	14%	29%	2%	0
O=C(NCc1ccccc1CN1CCCC1)c1cccc(S(=O)(=O)N2CCCC2)c1	3%	-3%	nt	-8%	-2%	16%	nt	nt	-11
COc1ccc(-c2cn3cccnc3n2)cc1NC(=O)c1cccs1	-9%	-1%	-5%	-17%	0%	-2%	-25%	-1%	-4
Cc1onc(-c2ccccc2Cl)c1C(=O)N/N=C(\N)COc1ccc(Cl)cc1	-14%	-7%	-15%	-20%	-49%	-5%	-21%	-3%	1
CCc1ccc2oc(C(=O)NCc3ccncc3)c(C)c2c1	-27%	-2%	-19%	-10%	22%	15%	16%	-12%	7
CC(C)(C)S(=O)(=O)N1Cc2cc(CO)cc(CCO)c2[C@@H]1CCO	-11%	-1%	nt	4%	-13%	nt	nt	nt	3
Cc1ccnc(Nc2nc3ccccc3s2)n1	1%	-4%	-10%	-15%	23%	4%	-16%	4%	-11
O=C(Cc1cccs1)Nc1nnc(C2CC2)s1	-3%	-2%	-4%	7%	-19%	5%	51%	0%	-2
Cc1ccc(-n2cc(-c3ccccc3)[nH]c2=O)cc1F	2%	9%	0%	-9%	-3%	3%	-23%	-4%	-1
CC(OC(=O)c1ccc(F)c(S(=O)(=O)N2CCOCC2)c1)C(=O)NC1CCCC1 (stereo unspecified)	-7%	-1%	nt	-1%	1%	33%	nt	nt	-5
Cc1ccc(C)c(NS(=O)(=O)c2ccc3c(c2)CCCN3C(=O)C2CCC2)c1	-17%	-8%	-2%	-7%[60.1 µM]	-13%	nt	25%	-6%	-1
COc1ccc(-c2cc(C(=O)Nc3cc(C)on3)no2)cc1	4%	-9%	1%	-10%	-18%	0%	-3%	5%	-20
CC1CCCN(C(=O)c2ccc(NS(=O)(=O)c3ccc4[nH]c(=O)[nH]c4c3)cc2)C1 (stereo unspecified)	-10%	-1%	nt	-3%	15%	-9%	nt	nt	-1

Some of the compounds tested; the hit share may differ from the screen's.
